Assay outcomes: PubChem BioAssay, several laboratories
Mot1-301 SUMO: SUMOylation pathway inhibition by Mot1-301 growth rescue; AID 2716; growth rescue, % at 18.8 µM; S. cerevisiae Mot1-301 growth rescue, ATP luminescence, 38.5C; percent above DMSO median, 100 means doubled; hit rate 1% among 320,000;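 active = every valid replicate shows activation above 250% relative to neutral control wells; inactive = the rest, any valid replicate at or below 250%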;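 also: OY570 slx delta 5 strain wells were the positive control but not used for scaling; some compounds called inactive have numbers as strong as hits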
phage Ecoli inh: E. coli growth loss with phage present | growth absorbance | inhibition, % at 11.9 µM | hit rate 0.26% among 360,000 | AID 651602; in the data active = inhibition above about 11%
PKA-R1A activ: activators of PKA-R1A complex. P00514+P68181. PKA-R1A dissociation, Cy5-IP20 fluorescence polarization; scaled: DMSO 0%, 113 µM cGMP 100%. activation, % at 11.4 µM. hit rate 0.083% among 340,000. AID 504707;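 active = percent activation above the mean of all tested compounds plus 3 SD, cut at about 19% in these data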;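 also: higher means more PKAc released from R1A so a rise in polarization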
E coli growth: bacterial growth inhibition, counter-screen for AddAB inhibitors; inhibition, % at 11.9 µM; E. coli V3065 growth, OD600 absorbance, 18 h; hit rate 0.27% among 330,000;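 active = inhibition above the campaign's mean inhibition across all tested compounds plus 3 SD, cut at about 9.9% in these data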;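 also: uninfected addAB+ strain grown without phage in ampicillin broth; 0% = DMSO wells and 100% = ciprofloxacin 0.95 µg/ml wells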
Pemphigus Ab inh: blocks pemphigus antibody binding to human desmoglein-3 | DSG3-coupled beads, scFv-anti-DSG3-GFP binding, flow cytometry; active compounds read low | binding (percent of control), % at 10 µM | hit rate 0.48% among 310,000;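 active = binding more than 3 SD below its plate's average and above zero; inconclusive = below that plate limit but binding exactly zero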;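 also: hits lower antibody fragment binding to DSG3; some compounds called inactive have numbers as strong as hits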
Target sequence (P32926 whole entry, looked up, the tested form may be a part): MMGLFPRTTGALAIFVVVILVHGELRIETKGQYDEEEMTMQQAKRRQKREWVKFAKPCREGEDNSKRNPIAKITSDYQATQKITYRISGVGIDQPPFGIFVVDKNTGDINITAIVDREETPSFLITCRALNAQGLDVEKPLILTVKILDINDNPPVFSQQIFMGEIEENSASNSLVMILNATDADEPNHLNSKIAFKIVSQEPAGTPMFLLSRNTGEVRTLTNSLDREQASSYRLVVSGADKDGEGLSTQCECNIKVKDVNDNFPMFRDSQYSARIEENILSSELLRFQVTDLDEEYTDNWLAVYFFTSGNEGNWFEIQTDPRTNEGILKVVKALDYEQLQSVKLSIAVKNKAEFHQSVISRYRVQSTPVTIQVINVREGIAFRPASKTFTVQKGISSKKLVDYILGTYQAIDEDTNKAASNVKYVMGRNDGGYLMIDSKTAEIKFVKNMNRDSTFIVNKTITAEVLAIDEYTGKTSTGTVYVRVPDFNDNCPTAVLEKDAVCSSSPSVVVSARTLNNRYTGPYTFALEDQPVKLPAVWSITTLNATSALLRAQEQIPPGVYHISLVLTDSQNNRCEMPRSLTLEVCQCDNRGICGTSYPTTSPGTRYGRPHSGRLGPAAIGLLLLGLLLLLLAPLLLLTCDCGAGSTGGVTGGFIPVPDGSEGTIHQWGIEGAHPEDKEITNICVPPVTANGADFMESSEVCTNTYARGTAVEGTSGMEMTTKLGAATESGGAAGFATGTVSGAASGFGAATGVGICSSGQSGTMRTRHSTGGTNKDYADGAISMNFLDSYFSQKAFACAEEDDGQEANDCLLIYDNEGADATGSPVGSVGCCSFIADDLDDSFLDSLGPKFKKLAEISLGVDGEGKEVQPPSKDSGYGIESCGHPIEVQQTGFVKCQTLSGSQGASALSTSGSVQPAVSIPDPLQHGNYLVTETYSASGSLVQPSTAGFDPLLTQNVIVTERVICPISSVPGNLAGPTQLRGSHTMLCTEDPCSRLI
Arr AP2 block: human beta-arrestin and AP2 interaction inhibition | FITC-arrestin peptide / GST-AP2 beads, flow cytometry; AP2 beta2 appendage carries R879A mutation | inhibition, % at 10 µM | hit rate 0.31% among 340,000 | AID 504490;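 active = inhibition above a set limit, near 3 SD of compounds lacking own fluorescence, cut at about 54% in these data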;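 also: plate controls were DMSO wells for no effect and 5 µM unlabelled arrestin peptide for full effect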
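System: GST-AP2 R879A glutathione beads. Medium: PBS with 0.05% Tween 20 and 0.1% BSA. Also added: FITC-arrestin peptide, 50 nM. Incubation: 12 min plus 1 h, RT. Measured by: high-throughput flow cytometry of beads, ex 488, em 535 nm. Evaluation: percent drop in bead-associated FITC signal.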
MOR-DOR inv ag: mu-delta opioid heterodimer inverse agonism; inhibition, % at 9.3 µM; cell-based MOR-DOR heterodimer luminescence; hit rate 0.21% among 340,000; P35372+P41143; in the data active = inhibition above about 22%, passing the limit was not always enough;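 also: 0% = cells with DMSO and 100% = wells without cells with DMSO; values of inactives mirror those of a sister screen read the other way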
AddAB inh: less growth of phage-infected E. coli with AddAB; E. coli expressing H. pylori AddAB, absorbance growth; inhibition, % at 11.9 µM; hit rate 0.29% among 330,000; in the data active = inhibition above about 12%;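 also: 0% = vehicle wells of infected cells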
MOR-DOR ag: agonists of human mu-delta opioid receptor heterodimerization | activation, % at 9.3 µM | AID 504326 | cells, OPRM1-OPRD1 heterodimerization, luminescence | hit rate 0.3% among 340,000; in the data active = activation above about 18%;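 also: 0% = vehicle-treated cells and 100% = reference agonist; values of inactives mirror those of a sister screen read the other way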
PfHsp90 set2: growth inhibition of yeast expressing Plasmodium Hsp90; S. cerevisiae expressing PfHsp90, BacTiter-Glo ATP, 48 h; yeast lacking PDR1 and PDR3 efflux regulators; AID 504621; inhibition, % at 9.4 µM; hit rate 0.32% among 310,000;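 active = every replicate shows inhibition above about 80%, whatever the replicate mean, limit read from the data; inconclusive = mean inhibition reaches the set limit but some replicate falls short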;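 also: 0% = DMSO neutral controls and 100% = 20 µM radicicol positive controls; yeast relying on Plasmodium falciparum Hsp90 in place of its own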
Tat transport: inhibitors of E. coli Tat protein transport; E. coli MC4100 TorA-mCherry Tat export, fluorescence; inhibition, % at 10 µM; hit rate 0.036% among 340,000; AID 488895;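 active = mean replicate inhibition at least 50% and at least half of replicates individually reaching 50%; inconclusive = only one of the two criteria met; inactive = neither criterion met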;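 also: exported cargo escapes ClpAP degradation while cytoplasmic cargo is degraded and loses fluorescence; 0% = median of neutral control wells and 100% = median of NaSCN control wells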
* = called active by the depositor; u = inconclusive; x = no result given.

SMILES	Mot1-301 SUMO	phage Ecoli inh	PKA-R1A activ	E coli growth	Pemphigus Ab inh	Arr AP2 block	MOR-DOR inv ag	AddAB inh	MOR-DOR ag	PfHsp90 set2	Tat transport
O=C(NCC1CCCO1)C1CCN(S(=O)(=O)c2ccccc2)CC1 (centres undefined)	9	0.9	-7	1.1	109	6	15	2.5	-2.9	1	-5
CN(C)S(=O)(=O)c1ccc(Cl)c(C(=O)NCC2CCCCC2)c1	21	3.0	-4	-3.0	89	4	-3	2.6	0.3	4	1
COc1ccc(/C=C2\CCc3ccccc3C2=O)cc1CN1CCOCC1	24	2.9	0	-0.2	106	-2	1	-1.9	-0.1	-21	2
CCCc1c(O)nc(SCC(=O)O)[nH]c1=O	-18	2.6	-6	0.0	96	6	1	1.8	-0.2	20	-5
Cc1ccc(C(=O)OCC(=O)Nc2cccc(S(=O)(=O)N3CCCCC3)c2)o1	-11	0.2	-6	-1.8	x	-1	-8	0.3	1.9	2	10
CC(=NNC(=S)Nc1cccc(C)c1)c1ccccn1	x	14*	-6	x	x	10	6	x	-1.3	112*	1
CC(Cc1ccccc1)NC(=O)CSc1nc2nc3c(cc2c(=O)n1-c1ccccc1)COC(C)(C)C3 (centres undefined)	10	3.3	-3	-3.8	x	2	8	0.0	-1.6	12	0
COC(=O)c1cn(NC(=O)c2ccc(F)cc2)c(=O)c2ccccc12	-9	2.0	-16	0.7	99	0	3	2.6	-0.6	1	-1
CC1(C)CC(=O)C=C(NC2=CC3OC(c4ccccc4)OCC3OC2=O)C1 (centres undefined)	11	1.3	5	-2.1	94	-19	-18	1.1	3.0	28	6
Cc1c(C(=O)N2CCOCC2)c(S(=O)(=O)Nc2ccc(Br)cc2F)c(C)n1C	5	2.3	6	-0.8	x	-6	16	2.9	-3.0	-8	-9
Cc1cccc(C(=O)N2CCC(=O)N(C(COCc3ccccc3)Cc3ccccc3)CC2)c1 (centres undefined)	18	-0.2	9	-1.3	102	16	-1	-0.2	0.2	5	11
COc1ccc(/C=C/c2nnc(NC(=O)COc3ccc(C)cc3)s2)cc1	-24	0.4	10	0.3	x	8	15	4.1	-2.9	13	-3
Cc1cccn2c(=O)nc(SCC(=O)N3CCOCC3)nc12	273	-0.9	0	1.5	94	4	3	1.2	-0.5	x	0
COc1ccc(CNC(=O)c2cc(=O)c3c(C)cc(C)cc3o2)cc1	-4	-1.8	-2	-1.2	103	-15	4	1.9	-0.8	-7	4
CCc1ccc(N(CC(=O)NCc2ccco2)C(=O)CCC(=O)Nc2ccccn2)cc1	221	-1.4	7	-2.0	97	28	-5	2.9	0.6	3	5
CC(C)(C)c1cc(C(F)(F)F)nc(SCCCNC(=O)c2ccco2)n1	-24	1.5	3	2.2	112	-4	5	2.6	-1.3	-4	-1
COc1ccc(NC2CCCN(C(=O)c3cccs3)C2)cc1 (centres undefined)	-7	-0.5	-7	1.4	99	10	8	2.0	-1.6	-8	3
Cc1[nH]c2ccccc2c1/C=N/NC(=O)c1cccc(Br)c1	497*	x	12	3.5	188	-13	22	3.5	-4.8	-10	1
CCN(CC)CCN(C(=O)/C=C/c1cccs1)c1nc2ccc(C)cc2s1	40	2.1	0	-3.7	107	-10	-20	7.1	3.9	0	5
CCOC(=O)c1nnn(-c2ccc(OC)cc2)c1N	287	0.6	-5	2.1	90	4	4	2.2	-0.7	7	-7

The closing 3 records of the part above come first, to join the parts.
SMILES	Mot1-301 SUMO	phage Ecoli inh	PKA-R1A activ	E coli growth	Pemphigus Ab inh	Arr AP2 block	MOR-DOR inv ag	AddAB inh	MOR-DOR ag	PfHsp90 set2	Tat transport
Cc1[nH]c2ccccc2c1/C=N/NC(=O)c1cccc(Br)c1	497*	x	12	3.5	188	-13	22	3.5	-4.8	-10	1
CCN(CC)CCN(C(=O)/C=C/c1cccs1)c1nc2ccc(C)cc2s1	40	2.1	0	-3.7	107	-10	-20	7.1	3.9	0	5
CCOC(=O)c1nnn(-c2ccc(OC)cc2)c1N	287	0.6	-5	2.1	90	4	4	2.2	-0.7	7	-7
NCc1ccccc1	1	2.9	-12	2.4	100	-6	9	2.6	-1.6	11	9
CN(C)c1ccc(/C=N/NC(=O)c2ccc(Cn3cc(Br)cn3)o2)cc1	1	0.2	-6	1.5	112	8	15	-0.2	-2.9	x	-1
COc1cccc(C(=O)NNC(=O)c2cccc3ccccc23)c1	x	1.8	-5	x	85	1	8	x	-1.6	x	-5
Cc1ccc(S(=O)(=O)NCc2nc(-c3ccccc3)no2)cc1	-15	-0.9	10	-0.5	110	5	1	-2.1	-0.1	-11	-11
Cc1cc(OCC(=O)N(C)Cc2ccccc2)ccc1Br	-14	1.9	-3	x	92	18	-21	x	4.5	-10	10
COc1ccc(C2(c3ccc(OC)cc3)NC(=O)N(CC(=O)NC3(C#N)CCCCC3)C2=O)cc1	-12	5.3	-4	-2.1	100	-23	16	0.9	-3.0	-2	2
CC(=O)Oc1ccc2occ(/C=N/c3cc(=O)[nH]c(=S)[nH]3)c(=O)c2c1	-6	4.0	-7	1.8	96	-2	13	-0.8	-2.6	20	-4
Cn1c(=O)c(C(=O)c2ccc(S(C)(=O)=O)c(Cl)c2Cl)c(O)c2ccccc21	14	-1.5	-7	0.5	109	-13	9	2.3	-1.7	6	-5
O=C(COc1ccc2ccccc2c1)NNC(=O)c1cccs1	219	3.1	-2	2.0	103	-3	8	6.4	-1.3	9	-2
CCCn1c(=O)c2ccccc2n2c(SCCOc3ccc(OC)cc3)nnc12	-14	0.6	-11	2.5	97	28	2	2.3	-0.4	17	3
COc1cc(S(=O)(=O)n2nc(C)cc2C)ccc1Cl	6	2.9	-2	-1.3	113	-1	3	-2.0	-0.6	17	-4
Cn1c(Cc2cccc3ccccc23)nnc1SCc1ccc([N+](=O)[O-])cc1	x	3.9	-6	-0.2	98	-6	19	0.7	-3.8	-17	9
COC(=O)C1=C(C)NC(C)=C(C(=O)OC)C1C(=O)OCC(=O)N1CCCCC1C (centres undefined)	x	2.6	-4	x	98	10	-14	x	2.1	-4	13
CCN(CC)NC(=O)Nc1ccccc1	-5	5.2	x	1.5	96	-5	x	1.7	x	3	-1
Cc1ccc(S(=O)(=O)N2CCN(c3ccc(N4CCOCC4)nn3)CC2)cc1[N+](=O)[O-]	x	2.9	8	0.3	98	36	0	-0.7	0.1	-9	2
CC12CCC(=O)N1C(C(=O)NCc1ccccc1Cl)CS2 (centres undefined)	-3	3.0	-6	-0.3	101	-2	9	-0.5	-1.4	2	8
O=C(CSc1nnc(-c2ccccc2)n1-c1ccccc1)N1c2ccccc2Sc2ccccc21	36	2.3	-6	0.9	95	-1	3	0.4	-0.6	-13	-4
C=C(C)Cn1c(CCn2c3ccccc3c3ccccc32)n[nH]c1=S	-2	3.4	-7	-4.7	98	-3	-37	1.5	6.7	-2	4
O=[N+]([O-])c1cccc(CN2CCN(Cc3ccco3)CC2)c1	34	0.5	-11	-4.7	91	37	14	-2.4	-3.1	-7	4
Oc1c(C(Nc2ccccn2)c2ccccn2)ccc2cccnc12 (centres undefined)	-26	16*	-2	14*	71	6	15	17*	-2.9	4	3
CCCCNc1nc2cccnc2s1	-1	1.3	-15	2.6	102	8	12	2.4	-2.4	8	-4
Cc1cc(NC(=O)/C=C/c2ccc(Cl)cc2)no1	37	3.9	0	1.3	101	-15	-14	4.3	2.4	0	-1
CSc1ccc(S(=O)(=O)NCC(=O)OCC(=O)NCC2CCCO2)cc1[N+](=O)[O-] (centres undefined)	4	4.8	-12	-1.5	106	-4	10	-0.3	-1.5	6	0
COc1cc(-c2nc(CN3CCCCC3CCNC(C)=O)c(C)o2)ccc1F (centres undefined)	279	0.8	7	-0.2	105	1	16	0.9	-3.1	-10	-9
Cc1ccc(S(=O)(=O)N(C)c2ccc(C(=O)Nc3ccccc3C(=O)N3CCOCC3)cc2)cc1	141	-0.5	-8	-1.5	110	3	11	4.8	-2.8	-11	13
Cc1cc2c(cc1S(=O)(=O)N1CCN(c3cccc(C)c3C)CC1)OCCN2C	-4	0.9	-18	1.8	96	1	-5	3.0	0.9	-7	4
CCc1cccc2c(C(=O)CSc3nncn3C)c[nH]c12	-11	5.2	-6	-0.2	97	-19	8	-0.8	-1.6	1	-7
O=C(CN1C(=O)NC2(CCCCCCC2)C1=O)NCc1ccccc1Cl	x	2.0	6	-0.5	114	-7	7	0.8	-1.9	-3	2
O=C(Nc1ccc(Cl)c(S(=O)(=O)N2CCCC2)c1)c1nn(CCO)c(=O)c2ccccc12	x	2.2	4	x	112	0	22	x	-4.5	-19	7
CCN1C(=O)/C(=C\N2CCN(C(=O)c3ccco3)CC2)SC1=S	-5	-1.3	4	0.0	x	-2	17	0.0	-3.4	1	u
Cc1ccc(CNC(=O)C2CCN(S(=O)(=O)c3ccc4c(c3)OCCCO4)CC2)cc1	x	5.0	-2	-0.9	116	9	16	0.5	-2.9	2	-9
COC(=O)c1ccc(CN(c2ccccc2OC)S(=O)(=O)c2cccs2)o1	11	-0.4	-14	-0.7	x	1	-5	0.4	1.1	17	23
COc1ccc(-c2csc(N3C(=O)C4C5c6ccccc6C(c6ccccc65)C4C3=O)n2)cc1 (centres undefined)	-17	2.4	1	4.1	101	-3	1	1.5	-0.1	-27	0
O=C(NCCCN1CCN(Cc2ccccc2)CC1)C1CCN(c2nnc(-n3cccc3)s2)CC1	-1	3.0	-3	1.4	117	7	-12	1.9	2.0	-8	-4
CCOc1ccc(C2C3=C(CCCC3=O)Nc3ccc4ncccc4c32)cc1 (centres undefined)	-10	0.9	5	-3.3	102	10	3	0.9	-0.6	-56	-6

Single records (already shown). Screens in order: Mot1-301 SUMO, phage Ecoli inh, PKA-R1A activ, E coli growth, Pemphigus Ab inh, Arr AP2 block, MOR-DOR inv ag, AddAB inh, MOR-DOR ag, PfHsp90 set2, Tat transport
Cc1cc(NC(=O)/C=C/c2ccc(Cl)cc2)no1 is entered as 37, 3.9, 0, 1.3, 101, -15, -14, 4.3, 2.4, 0, -1
COc1ccc(-c2csc(N3C(=O)C4C5c6ccccc6C(c6ccccc65)C4C3=O)n2)cc1 (centres undefined) is entered as -17, 2.4, 1, 4.1, 101, -3, 1, 1.5, -0.1, -27, 0
Cc1ccc(CNC(=O)C2CCN(S(=O)(=O)c3ccc4c(c3)OCCCO4)CC2)cc1 is entered as x, 5.0, -2, -0.9, 116, 9, 16, 0.5, -2.9, 2, -9
